SENP7 inh: SENP7 protease inhibitors, primary screen, biochemical, luminescence, uHTS; Sentrin-specific protease 7 (Homo sapiens), Q9BQF6; recombinant SENP7, Z-RLRGG-aminoluciferin luminescence, 40 min; inhibition, % at 5 µM; hit rate 1.5% among 330,000; AID 434973, 2010;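 active = inhibition above about 50% at the single test dose, limit read from the data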;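 note: plate controls were DMSO with enzyme for no effect and no enzyme buffer wells for full effect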
Target sequence (Q9BQF6 706-1050 limits assumed): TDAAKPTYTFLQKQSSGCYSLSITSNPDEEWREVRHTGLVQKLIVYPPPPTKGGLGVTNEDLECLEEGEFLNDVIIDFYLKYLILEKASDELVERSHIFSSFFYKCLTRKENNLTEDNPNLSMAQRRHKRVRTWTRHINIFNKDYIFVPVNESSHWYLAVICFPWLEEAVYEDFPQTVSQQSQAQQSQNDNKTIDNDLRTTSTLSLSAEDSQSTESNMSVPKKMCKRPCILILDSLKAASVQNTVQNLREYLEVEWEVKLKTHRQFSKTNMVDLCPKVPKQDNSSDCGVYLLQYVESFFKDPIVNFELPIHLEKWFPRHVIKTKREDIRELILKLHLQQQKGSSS
GRIN3A LBD mod: binders of NR3A ligand-binding domain, primary screen, biophysical, differential scanning fluorimetry, uHTS; Glutamate receptor ionotropic, NMDA 3A (GRIN3A) ligand-binding domain; NR3A LBD differential scanning fluorimetry, Tm shift; 0% = protein alone, 100% = glycine-bound protein; Tm shift relative to glycine control, % at 25 µM; hit rate 2.5% among 340,000; AID 1259313, 2017;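 active = melting temperature shift of at least 10% of the positive control shift, at one fixed dose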
HKDC1 inhibitor: HKDC1 hexokinase inhibitors, primary screen, biochemical, fluorescence, uHTS. recombinant HKDC1, G6PDH/diaphorase resazurin coupled fluorescence. hit rate 0.16% among 340,000. inhibition, % at 20 µM. AID 493160, 2011;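 active = inhibition above about 35% when tested at 20 µM, limit read from the data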;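 note: plate controls were DMSO wells with enzyme for no effect and DMSO wells lacking enzyme for full effect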
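Test system: Recombinant HKDC1 (HK5) hexokinase enzyme, produced in-house | Input: HKDC1 at 5 µg/mL | Buffer or medium: Tris pH 8.0 buffer with MgCl2, Tween-20, BSA, BME | Schedule: 90 min reaction incubation at room temperature, dark | Technique: Resazurin-to-resorufin fluorescence via G6PDH and diaphorase coupling, 525/613 nm | Controls: DMSO wells with and without enzyme mix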
SENP6 block: SENP6 protease inhibitors, primary screen, biochemical, luminescence, uHTS | Sentrin-specific protease 6 (Homo sapiens), Q9GZR1 | inhibition, % at 10 µM | hit rate 1.8% among 330,000 | Recombinant SENP6 catalytic domain, aminoluciferin luminescence | AID 2599, 2010;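 active = inhibition above about 50% at the single tested dose, limit read from the data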;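 note: plate controls were DMSO wells with enzyme for no effect and DMSO wells lacking enzyme for full effect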
Target sequence (Q9GZR1 628-1112 limits assumed): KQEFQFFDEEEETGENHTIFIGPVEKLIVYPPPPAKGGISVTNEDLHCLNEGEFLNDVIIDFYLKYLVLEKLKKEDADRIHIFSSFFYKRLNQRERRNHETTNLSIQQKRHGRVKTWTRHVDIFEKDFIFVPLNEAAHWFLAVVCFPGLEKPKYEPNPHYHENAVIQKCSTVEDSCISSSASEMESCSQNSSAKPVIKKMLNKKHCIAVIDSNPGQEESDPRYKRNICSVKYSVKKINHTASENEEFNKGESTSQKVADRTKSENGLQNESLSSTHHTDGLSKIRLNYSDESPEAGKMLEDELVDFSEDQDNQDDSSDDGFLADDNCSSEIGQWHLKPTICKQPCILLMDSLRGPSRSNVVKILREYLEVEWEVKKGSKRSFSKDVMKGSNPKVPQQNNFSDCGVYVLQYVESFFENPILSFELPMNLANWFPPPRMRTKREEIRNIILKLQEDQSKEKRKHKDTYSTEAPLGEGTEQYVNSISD
PfG6PD inh: PfG6PD enzyme inhibitors, primary screen, biochemical, fluorescence intensity, uHTS | AID 504690, 2011 | hit rate 0.78% among 350,000 | inhibition, % at 20 µM | PfGluPho enzyme, NADPH resazurin-diaphorase fluorescence;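 active = inhibition reaching at least a set limit at 20 µM in the primary screen, cut at about 59% in these data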;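 note: 0% = DMSO wells with substrate and 100% = DMSO wells lacking glucose-6-phosphate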
ATG4B inh: ATG4B protease inhibitors, primary screen, biochemical, fluorescence, uHTS; Cysteine protease ATG4B (Homo sapiens), Q9Y4P1; ATG4B cleavage of LC3-PLA2, NBD-HPC fluorescence, 1 h; inhibition, % at 8.33 µM; hit rate 0.51% among 340,000; AID 504462, 2011; in the data active = inhibition above about 40%
SENP8 block: human SENP8 protease inhibitors, primary screen, biochemical, fluorescence, Nedd8 protein substrate, uHTS; Sentrin-specific protease 8 (Homo sapiens), Q96LD8; recombinant SENP8; inhibition, % at 20 µM; hit rate 0.64% among 360,000; in the data active = inhibition mostly above about 40%, no sharp cut-off; inactive = mostly below about 27%
Target sequence (Q96LD8 whole entry, looked up): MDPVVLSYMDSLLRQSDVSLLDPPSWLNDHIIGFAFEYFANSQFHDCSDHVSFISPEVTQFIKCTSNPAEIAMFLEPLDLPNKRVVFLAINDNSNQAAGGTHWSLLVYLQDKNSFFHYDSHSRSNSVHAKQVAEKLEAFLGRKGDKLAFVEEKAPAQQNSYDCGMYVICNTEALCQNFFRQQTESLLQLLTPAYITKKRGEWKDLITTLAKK
MPTP inh: mitochondrial permeability transition pore inhibitors, primary screen, biochemical, isolated mouse mitochondria, absorbance; Ca2+ swelling absorbance, 30 min; inhibition, % at 10 µM; hit rate 1.4% among 360,000;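 active = inhibition of 50% or more, scaled per plate between neutral and stimulator controls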;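 note: 0% = DMSO wells given calcium and 100% = 1 mM EGTA wells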
The depositor's hits bear a star; i = inactive; . = no result given.

Compound | MPTP inh | SENP8 block | GRIN3A LBD mod | SENP7 inh | SENP6 block | ATG4B inh | HKDC1 inhibitor | PfG6PD inh
Cc1nnc(SCCOC(N)=O)n1C | -3.3 | 11 | 2 | . | . | 0 | -6 | -12
CCOC(=O)c1ccc(NC(=S)NC(=O)c2cncc(Br)c2)cc1 | 1.7 | 13 | 0 | -4 | -4 | 2 | 2 | 6
CCCn1c(N)c(C(=O)COc2ccc(Br)cc2F)c(=O)n(C)c1=O | -0.3 | -1 | -1 | 11 | -5 | -6 | -7 | 16
S=C(NCc1ccco1)N1CCN(C/C=C/c2ccccc2)CC1 | 0.7 | 6 | 0 | 7 | -6 | -8 | -11 | 12
Cc1ccc(-c2csc(NC(=O)/C=C/c3ccco3)c2C(=O)O)cc1 | 3.0 | 2 | -11 | 72* | 86* | 39 | 5 | 93*
O=C1c2cccnc2C(=O)N1Cc1ccc(S(=O)(=O)NCc2ccco2)cc1 | -0.1 | 16 | -1 | 8 | -11 | 0 | -5 | -5
CC(=O)COc1ccc2cc(-c3ccccc3)c(=O)oc2c1 | 0.0 | -414 | -1 | 13 | 22 | -2 | -2 | 20
Cc1ccoc1C(=O)Nc1ccc(CC(=O)O)cc1 | 0.1 | 17 | 2 | 8 | 31 | 1 | 2 | -9
CCc1ccccc1-n1ncc(C(=O)Nc2ccccc2OC)c1C | 2.5 | 9 | 1 | -1 | 5 | -11 | 4 | 1
Cc1cc(C)nc(Sc2nc(C)nc3c2oc2ccccc23)n1 | -3.5 | 3 | -10 | -10 | -6 | -2 | -5 | 2
Cc1cccc(C(=O)NNC(=O)c2cccc(C)c2)c1 | -0.3 | 22 | -1 | -2 | 11 | -8 | -10 | 0
CCOC(=O)c1ccc(NC(=O)COC(=O)c2cccc(Oc3ccccc3)c2)cc1 | 0.4 | 14 | -13 | -1 | 3 | -15 | 1 | 22
CC(=O)OC(C)=O | -1.8 | 3 | 0 | -2 | -17 | 1 | -6 | -6
CCn1c(=O)n(CC)c2cc(N3CCCC3)c(NC(=O)c3cccc(Cl)c3)cc21 | -0.3 | 0 | -5 | 3 | 1 | -1 | 1 | 55
CC(C)NC(=O)CSc1ccccc1C(=O)NCc1ccc2c(c1)OCO2 | 0.3 | 21 | 0 | -4 | -12 | -2 | -5 | -10
COc1cc2c3nnc(-c4ccccc4)c-3cn(Cc3ccc(F)cc3)c2cc1OC | 14 | -347 | -4 | -5 | -6 | -28 | 0 | 11
O=C(O)COc1ccc(NC(=O)c2ccc3c(c2)C(=O)N(Cc2ccccc2)C3=O)cc1 | -1.8 | 3 | 10* | -17 | -12 | -5 | -1 | -6
Cn1c(CC(=O)NN)c(Sc2ccccc2)c2ccccc21 | 0.1 | 10 | 2 | 2 | -7 | -5 | 0 | 8
Cc1ccc(-c2nc3ccccn3c2C=O)cc1 | -0.1 | 0 | -1 | 41 | 45 | 2 | -4 | 0
Cc1ccc(SC(C)c2nc(-c3ccncc3)no2)cc1 (centres undefined) | 1.2 | 0 | 0 | 2 | 12 | -11 | -5 | -10
O=C(C[C@@H]1C/C=C/CC[C@H](Cc2ccc(F)cc2)C(=O)OC[C@@H](Cc2ccccc2)NC1=O)N[C@H](CO)Cc1ccccc1 | 0.1 | 16 | -9 | 5 | -13 | -3 | 2 | -55
Cc1nc(-c2ccc(C(=O)O)cc2)cs1 | -1.4 | -5 | -1 | 14 | 29 | -1 | -8 | -2
COC(=O)c1cccc(Nc2ncnc3sccc23)c1 | 0.3 | -82 | -2 | -11 | 14 | 7 | 3 | 10
CSc1nc2c(c(=O)[nH]1)C(c1cccc(Cl)c1)CC(=O)N2 (centres undefined) | 0.5 | 12 | 7 | -5 | -24 | -3 | -9 | 5
COc1ccc(-c2cnnc(N/N=C/c3ccc(O)cc3)n2)cc1 | -0.7 | 17 | -9 | 9 | -12 | 6 | 12 | 4
O=C(CNc1cc(S(=O)(=O)N2CCCC2)ccc1OCC(F)(F)F)Nc1ccc(SC(F)F)cc1 | 14 | 15 | -5 | 2 | -7 | -9 | 9 | 8
O=C(CSc1nc2ccccc2o1)Nc1nc(-c2ccccc2)cs1 | 23 | 13 | 12* | -5 | -6 | -7 | 1 | -5
Cn1c(=O)c2c(nc(Oc3ccccc3N)n2C)n(C)c1=O | -0.1 | 10 | -2 | -1 | -18 | -4 | -6 | 6
COCc1cc(C)nc(NC2CCCCC2)c1C#N | -0.4 | i | 0 | -5 | -18 | -7 | 1 | -8
Cc1nc2sc(C(c3cccs3)N3CCN(c4ccccc4)CC3)c(O)n2n1 (centres undefined) | -0.7 | 15 | 0 | -6 | -8 | 1 | 3 | -22

Look-ups from the list:
CCOC(=O)c1ccc(NC(=S)NC(=O)c2cncc(Br)c2)cc1 – MPTP inh = 1.7
CC(C)NC(=O)CSc1ccccc1C(=O)NCc1ccc2c(c1)OCO2 – SENP6 block = -12

(next part)
Compound | MPTP inh | SENP8 block | GRIN3A LBD mod | SENP7 inh | SENP6 block | ATG4B inh | HKDC1 inhibitor | PfG6PD inh
COc1ccc(OC)c(C2CC(=O)N3CN(c4ccccc4)CSC3=C2C#N)c1 (centres undefined) | -1.4 | -7 | -8 | 11 | 13 | -6 | 12 | 81*
O=C(Cn1c(=O)c2c(ncn2Cc2ccccc2)n(Cc2ccccc2)c1=O)NC1CC1 | -0.6 | 12 | -3 | 0 | -6 | -3 | -16 | 2
CCC1CCCCN1C(=O)CSc1nnc(-c2c[nH]c3ccccc23)o1 (centres undefined) | 1.2 | -3 | -39 | -2 | 6 | 7 | -9 | 53
CCCCN(C)CCNC(=O)CSCc1ccc(C)cc1 | 1.6 | 12 | 0 | 1 | -15 | -2 | -4 | -12
CON(C)c1nc(OCCNC(=O)OCc2ccc(Cl)cc2Cl)nc(N(C)C)n1 | 1.0 | 4 | 2 | -1 | -15 | -5 | 0 | -15
CCN(CC(=O)Nc1ccccc1C(F)(F)F)C(=O)CSCC(=O)Nc1cc(C)on1 | 0.6 | 8 | 0 | -7 | -6 | -2 | -1 | -8
COc1ccc(NC(=O)CN(Cc2ccccc2)S(C)(=O)=O)cc1 | -1.6 | 10 | 0 | -5 | 2 | 3 | -5 | 0
N#C/C(=C\c1ccccc1)C(=O)NNS(=O)(=O)c1cccc([N+](=O)[O-])c1 | 0.2 | 4 | -10 | 12 | 10 | -1 | 3 | -20
CCN(CC)S(=O)(=O)c1cccc(NC(=O)CN2C(=O)NC3(CCC(C)CC3)C2=O)c1 (centres undefined) | -0.8 | 3 | 0 | 0 | 4 | 4 | -3 | -4
COc1ccc(NC(=O)CSc2nnc(C3CCCCC3)n2-c2ccccc2)cc1 | 0.7 | 27 | 2 | -10 | 3 | -20 | 10 | 4
CCOC(=O)NN1C(=O)c2ccccc2NC1c1ccc(OC)cc1OC (centres undefined) | 0.0 | -370 | -1 | 3 | 3 | -3 | -13 | -7
COC(=O)c1ccc(C(=O)NC(=S)Nc2nc3c(s2)CCCC3)cc1 | 2.9 | 36 | 2 | . | . | -6 | -7 | -14
Cc1cccnc1NC(=O)CNC(=O)C1CCCCC1 | -2.2 | -2 | 2 | -11 | -13 | -4 | -5 | 5
COc1ccc(C2(O)CCN(Cc3nnnn3Cc3ccc(C)cc3)CC2)cc1 | 0.3 | -36 | -3 | -13 | 0 | 4 | -8 | -12
CCC(C)NC(=O)C1CCC(=O)N(c2cc(OC)c(OC)c(OC)c2)C1c1ccc(OC)cc1 (centres undefined) | -0.8 | 19 | 0 | 0 | 8 | 1 | -7 | 14
Cc1ccc([C@@H]2CC=C(C(=O)O)[C@H](c3ccc(Cl)cc3)N2S(=O)(=O)c2ccc(C)cc2)cc1 | 1.4 | 11 | -2 | 5 | 8 | 15 | 9 | -13
Cc1ccccc1OCC(=O)OCC(=O)Nc1cc(S(=O)(=O)N2CCCCC2)ccc1Cl | -1.6 | 30 | -5 | 4 | -5 | -8 | 0 | 3
CC(=O)N/N=C(/c1ccccc1)C(O)c1ccccc1 (centres undefined) | 0.4 | 6 | 1 | 2 | 3 | 9 | 3 | 4
COc1ccc(C(=O)NC=C2C(=O)OC(C)(C)OC2=O)cc1 | -1.1 | -16 | 0 | 5 | -15 | 11 | 4 | -7
C/C(=N\NC(=O)c1nnn(-c2nonc2N)c1COc1ccc(F)cc1)c1ccc(Cl)cc1 | 1.7 | -14 | -1 | -1 | -6 | 0 | 1 | 0
Cc1cccc(Oc2cc([N+](=O)[O-])cc3c2C(=O)Nc2ccccc2O3)c1 | 46 | 16 | -27 | 1 | -20 | 14 | -2 | -9
Cc1ccc(-c2nc(SC(C)C(=O)N3CCCC3)n[nH]2)cc1 (centres undefined) | 0.5 | 0 | 0 | -6 | -8 | 3 | -1 | -7
Cc1cc(=O)n2[nH]c(SCc3c(F)cccc3Cl)nc2n1 | 2.4 | 6 | 1 | 3 | 10 | 0 | 6 | 1
O=[N+]([O-])c1cnc(Sc2ccncn2)s1 | 3.9 | 32 | 2 | -6 | 5 | -5 | -1 | 19
CC(=O)N1c2ccc(S(=O)(=O)NCCC(=O)N3CCCC(C)C3)cc2CC1C (centres undefined) | -1.0 | 4 | -2 | -5 | 9 | -7 | 0 | 10
CCC(=O)Nc1ccccc1C(=O)N1CCN(Cc2ccccc2)CC1 | -0.9 | 15 | -3 | 0 | 1 | 5 | -6 | -5
O=C(Cc1cccs1)Nc1nnc(C2CC2)s1 | 0.0 | 4 | 0 | -5 | 1 | 0 | -6 | 11
Cc1ccc(C2C(C(=O)c3cc4ccccc4o3)=C(O)C(=O)N2CCN2CCOCC2)cc1 (centres undefined) | -2.0 | -77 | 2 | -2 | 23 | -13 | 3 | -36
O=C(COC(=O)c1cc(S(=O)(=O)N2CCOCC2)ccc1F)NCCc1ccc(F)cc1 | -0.5 | 6 | -3 | 3 | -2 | 4 | -3 | -13
CN1CC(=O)N(CC(=O)Nc2ccc(Cl)c(C(F)(F)F)c2)C1=O | -1.2 | 9 | 1 | 3 | -23 | -8 | -2 | -8
c1ccc2cc(Sc3ncnc4c3oc3ccccc34)ccc2c1 | 2.8 | 17 | -1 | 4 | 11 | -1 | 7 | -7
COc1ccc(S(=O)(=O)N2CCN(c3ccccc3)CC2)cc1OC | 1.6 | 23 | 3 | . | . | 2 | -3 | 0
CSC1=NCCN1S(=O)(=O)c1ccc(Cl)cc1 | 1.2 | 6 | -2 | -7 | -2 | -4 | 7 | 10
CCc1ccc(CCC(=O)Nc2sc3c(c2C#N)CCCC3)o1 | 2.0 | -4 | 0 | 6 | 4 | -5 | 6 | 20
COc1ccc(NC(=O)COc2ccccc2Cc2ccccc2)cn1 | -1.8 | -3 | 0 | 0 | 6 | -9 | -2 | 9
CCOc1ccc2c(c1)sc(=NC(=O)C1CC1)n2C | 0.0 | -78 | 1 | -6 | -13 | -4 | -5 | 14
Nc1ccn(CC(=O)NCc2ccccc2)c(=O)n1 | -1.0 | 16 | 0 | -7 | -28 | -2 | -6 | -21

With a hit mark in SENP7 inh, among the entries above:
SMILES	MPTP inh	GRIN3A LBD mod	SENP7 inh	SENP6 block	ATG4B inh	HKDC1 inhibitor	PfG6PD inh
Cc1ccc(-c2csc(NC(=O)/C=C/c3ccco3)c2C(=O)O)cc1	3.0	-11	72*	86*	39	5	93*
